Bioassay records from PubChem BioAssay.
HT1080NT lethal: kills 2HG-producing HT-1080-NT fibrosarcoma cells. Potency, µM (highest dose often 46.1 µM), for inactives: at the top dose activity, negative = less viability, actives largely listed as cytotoxic. AID 686970. HT-1080-NT fibrosarcoma viability, CellTiter-Glo ATP luminescence, 48 h. hit rate 1.6% among 360,000;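 note: NT is the 2HG producing partner of a matched IDH1 knockdown line; potency is the fitted concentration of half-maximal effect; 0% = DMSO-treated cells and -100% = media-only wells without cells; nearly all actives have a fitted effect of over 55% in size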
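Compounds were tested in concentration-response format on HT-1080-NT cells for 48 hours at 37 degrees C. Cell viability came from CellTiter-Glo luminescence; curves were classified by r2, response magnitude and activity.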
HT1080 IDH1KD tx: HT-1080 IDH1 knockdown cell toxicity (counter line); HT-1080 IDH1 knockdown viability, ATP luminescence, 48 h; Potency, µM (doses to about 46.1 µM), inactives show at the top dose activity, negative = toxicity, most hits filed as cytotoxic; hit rate 2% among 360,000; AID 686971;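 note: potency is the fitted concentration of half-maximal effect; 0% = DMSO wells and -100% = cell-free medium wells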
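IDH1KD HT-1080 cells, 750/well, RPMI + 5% FBS; compound pinned after 2 h settling; 48 h, 37 °C; CellTiter-Glo luminescence; % activity normalised to DMSO and no-cell wells; curves fitted, classed by r2 and efficacy.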
KB-3-1 tox: KB-3-1 parental cell cytotoxicity; KB-3-1 viability, CellTiter-Glo ATP luminescence, 72 h; Potency, µM (doses to about 46.1 µM), without a hit: at the highest dose activity change, negative = cytotoxic, most hits filed as cytotoxic; hit rate 1.4% among 400,000; note: potency is the fitted concentration of half-maximal effect; % is set by controls: 0 for no effect and ±100 for the full control effect; nearly all actives have a fitted effect of over 60% in size
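Cytotoxicity measured as CellTiter-Glo luminescence after 72 h at 37 C. Compound titrations were pinned onto drug-naive KB-3-1 parental adenocarcinoma cells grown in DMEM with 10% FBS, and normalized data fitted to concentration-response curves.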
S2 tox: cell viability loss in ATXN counter-screen. S2 cells (HEK-293 line with an ATXN2-luciferase reporter) viability, CellTiter-Fluor protease fluorescence, 24 h. Potency, µM (series often up to 56.7 µM), usual class: cytotoxic. hit rate 0.49% among 400,000. AID 651635; note: potency is the fitted concentration of half-maximal effect; nearly all actives have a fitted effect of over 40% in size
ATXN2 expr inh: ATXN2 expression inhibition | HEK-293 ATXN2-luciferase reporter, luminescence, 24 h | Potency, µM (highest dose often 57 µM), for inactives: at the highest dose activity change, negative = inhibition, hits mostly inhibitors | hit rate 0.72% among 360,000; note: potency is the fitted concentration of half-maximal effect; % is set by controls: 0 for no effect and ±100 for the full control effect; nearly all actives have a fitted effect of over 55% in size
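qHTS (up to 57 uM final) was run with 24 h compound exposure of reporter cells at 37 °C. Each well was multiplexed: SteadyGlo luminescence measured ATXN2-luciferase expression after a fluorogenic Gly-Phe-AFC viability readout (25 uM final).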
KB-V1 MDR tox: kills drug-selected multidrug resistant KB-V1 cells | hit rate 3.4% among 400,000 | KB-V1 MDR cells viability, CellTiter-Glo, 72 h | AID 1347076 | Potency, µM (doses to about 46.1 µM), for inactives: at the highest dose activity change, negative = cytotoxicity, most hits filed as cytotoxic; note: potency is the fitted concentration of half-maximal effect; % is set by controls: 0 for no effect and ±100 for the full control effect; nearly all actives have a fitted effect of over 60% in size
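In this primary screen, KB-V1 cells overexpressing P-gp are incubated with library compounds (lowest to highest concentration) for 72 h at 37 degrees C before a luminescent ATP viability read.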
SW480 rerep: induces DNA re-replication in SW480 colon adenocarcinoma cells. Potency, µM (series often up to 46.1 µM), inactives show top-dose re-replication activation, usual class: activators. hit rate 1.8% among 340,000. SW480 DNA re-replication, Hoechst DNA content imaging, 48 h. AID 624297; note: potency is the fitted concentration of half-maximal effect; % of control where 0% means no effect; nearly all actives have a fitted effect of over 55% in size
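Image-based read-out: total Hoechst fluorescence of nuclei (405 nm excitation, 500-530 nm emission), with hits raising the fraction of high-intensity nuclei. SW480 colon cells incubated 48 hr with compounds at 37 C.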
MCF10A rereplic: induces DNA re-replication in MCF 10a normal breast cells; hit rate 2.9% among 350,000; MCF 10A DNA re-replication, Hoechst nuclear intensity, 48 h; Potency, µM (top dose mostly 46.1 µM), inactives show top-dose activity, positive = re-replication, actives largely listed as activators; note: potency is the fitted concentration of half-maximal effect; % of control where 0% means no effect; nearly all actives have a fitted effect of over 50% in size
IL1B secr inh: inhibitors of inflammasome signaling (IL-1 beta secretion); activity change, % at 57.5 µM; hit rate 4.7% among 360,000; THP-1 LPS/ATP IL-1B secretion, AlphaLISA, 16 h; stronger effect = lower value; in the data active = activity change below about -50%; inconclusive = mostly about -30% to -49%; note: % is set by controls: 0 for no effect and ±100 for the full control effect
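Secreted IL-1B measured by AlphaLISA bead assay after 16 h compound exposure of THP-1 cells; compounds (final up to 57.5 uM) added 1 h before LPS (250 ng/mL) and ATP (1.25 mM) stimulation; lower signal means less secretion.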
An asterisk follows results filed as active; [ ] = remark or other dose. Unless noted, calls come from the whole dose curve; as a rule, active = well fitted curve in the direction sought with a large enough effect; inconclusive = small, poorly fitted or top-dose-only effect, or another doubt; inactive = no such curve, though single readings can be large; an effect the other way counts as inactive or inconclusive.

What do the screens show for `COC(=O)[C@H](CCSC)NC(=O)[C@@H](Cc1cnc[nH]1)NC(=O)OCc1ccccc1`?
HT1080NT lethal: 5%; HT1080 IDH1KD tx: 12%; KB-3-1 tox: 13%; S2 tox: inactive; ATXN2 expr inh: 2%; KB-V1 MDR tox: 7%; SW480 rerep: -2%; MCF10A rereplic: -1%; IL1B secr inh: 17

What do the screens show for `C=CCOc1cccc(CNn2nnnc2N)c1`?
HT1080NT lethal: 28%; HT1080 IDH1KD tx: 17%; KB-3-1 tox: 11%; S2 tox: inactive; ATXN2 expr inh: -17%; KB-V1 MDR tox: 0%; SW480 rerep: -3%; MCF10A rereplic: -3%; IL1B secr inh: -3

Results for CCOc1ccc2nc(NC(NC(=O)CC)(C(=O)OC)C(F)(F)F)sc2c1 (stereo not given) ?
HT1080NT lethal: 3%; HT1080 IDH1KD tx: 0%; KB-3-1 tox: inconclusive; S2 tox: inactive; ATXN2 expr inh: -4%; KB-V1 MDR tox: 3%; SW480 rerep: 2%; MCF10A rereplic: 3%; IL1B secr inh: 24

What do the screens show for `CCOC(=O)C1CCN(CCC(=O)Nc2cccc(C)c2)CC1`?
HT1080NT lethal: 10%; HT1080 IDH1KD tx: 5%; KB-3-1 tox: 3%; S2 tox: inactive; KB-V1 MDR tox: 2%; SW480 rerep: inconclusive; MCF10A rereplic: -7%; IL1B secr inh: 0

What do the screens show for `O=C(COc1coc(CN2CCN(c3ccccc3)CC2)cc1=O)Nc1cccc(F)c1`?
HT1080NT lethal: -1%; HT1080 IDH1KD tx: -2%; KB-3-1 tox: 10%; S2 tox: inactive; ATXN2 expr inh: -16%; KB-V1 MDR tox: -19%; SW480 rerep: 0%; MCF10A rereplic: inconclusive; IL1B secr inh: 14

How did O=C(NCCCN1CCOCC1)c1ccc(CS(=O)(=O)Cc2ccccc2Cl)o1 do in these assays?
HT1080NT lethal: -2%; HT1080 IDH1KD tx: -1%; KB-3-1 tox: -15%; S2 tox: inactive; ATXN2 expr inh: 9%; KB-V1 MDR tox: -3%; SW480 rerep: inconclusive; MCF10A rereplic: -1%; IL1B secr inh: 11

Results for CC1(C(=O)NS(=O)(=O)c2ccc(C#N)cc2)CCN1C(=O)Cc1ccc(Cl)cc1Cl (stereo not given) ?
HT1080NT lethal: 4%; HT1080 IDH1KD tx: 1%; KB-3-1 tox: inconclusive; S2 tox: inactive; ATXN2 expr inh: 1%; KB-V1 MDR tox: -4%; IL1B secr inh: -3

Results for O=C(CSc1ncnc2sc(-c3ccccc3)cc12)NC1CCS(=O)(=O)C1 (stereo not given) ?
HT1080NT lethal: 2%; HT1080 IDH1KD tx: 2%; KB-3-1 tox: 2%; S2 tox: inconclusive; ATXN2 expr inh: inconclusive; KB-V1 MDR tox: -1%; SW480 rerep: 25%; MCF10A rereplic: -4%; IL1B secr inh: -66*

How did CCC1CC(C(=O)Nc2ccccc2)C(=O)O1 (stereo not given) do in these assays?
HT1080NT lethal: 8%; HT1080 IDH1KD tx: 3%; KB-3-1 tox: 35%; S2 tox: inactive; ATXN2 expr inh: 25%; KB-V1 MDR tox: inconclusive; SW480 rerep: -3%; MCF10A rereplic: -1%; IL1B secr inh: 0

What do the screens show for `O=C(OCc1cc(=O)n2nc(-c3cccs3)sc2n1)c1cccc(Cl)c1`?
KB-3-1 tox: 18%; S2 tox: inactive; ATXN2 expr inh: 5%; KB-V1 MDR tox: -6%

What do the screens show for `CN1CCN(c2ccncc2S(=O)(=O)N2CCCC2)CC1`?
HT1080NT lethal: 6%; HT1080 IDH1KD tx: 4%; KB-3-1 tox: 12%; S2 tox: inactive; KB-V1 MDR tox: 3%; IL1B secr inh: 22

Results for Cc1ccc(S(=O)(=O)NCCC(=O)NNC(=O)c2ccccc2Cl)cc1C ?
HT1080NT lethal: 0%; HT1080 IDH1KD tx: -11%; KB-3-1 tox: 0%; S2 tox: inactive; ATXN2 expr inh: 3%; KB-V1 MDR tox: -2%; SW480 rerep: -1%; MCF10A rereplic: -2%; IL1B secr inh: 0

Results for O=C(Cn1cnc2sc3c(c2c1=O)CCCC3)NCC(=O)Nc1ccc(F)cc1F ?
HT1080NT lethal: 1%; HT1080 IDH1KD tx: 11%; KB-3-1 tox: -1%; S2 tox: inactive; ATXN2 expr inh: -1%; KB-V1 MDR tox: 6%; SW480 rerep: -1%; MCF10A rereplic: 5%; IL1B secr inh: 30

Results for C(=Nc1ccc(Nc2ccccc2)cc1)c1ccc2ccccc2c1 ?
HT1080NT lethal: 0%; HT1080 IDH1KD tx: -5%; KB-3-1 tox: 0%; S2 tox: inconclusive; ATXN2 expr inh: 3%; KB-V1 MDR tox: -2%; SW480 rerep: 24%; MCF10A rereplic: 28%; IL1B secr inh: -69*

Results for O=Cc1cnc2ccccc2c1-c1ccccc1 ?
HT1080NT lethal: -14%; HT1080 IDH1KD tx: 2%; KB-3-1 tox: -5%; S2 tox: inactive; ATXN2 expr inh: 12%; KB-V1 MDR tox: -6%; SW480 rerep: inconclusive; MCF10A rereplic: 13%; IL1B secr inh: 33

What do the screens show for `C=CCOc1ccc2c(c1)C(=NO)c1cc(OCC=C)ccc1-2`?
HT1080NT lethal: 1%; HT1080 IDH1KD tx: -12%; KB-3-1 tox: inconclusive; S2 tox: inconclusive; ATXN2 expr inh: -8%; KB-V1 MDR tox: inconclusive; SW480 rerep: -5%; MCF10A rereplic: 5%; IL1B secr inh: inconclusive

How did COc1ccccc1C(=O)N1CCN=C1c1ccccc1 do in these assays?
HT1080NT lethal: 17%; HT1080 IDH1KD tx: 12%; KB-3-1 tox: 7%; S2 tox: inactive; ATXN2 expr inh: 6%; KB-V1 MDR tox: inconclusive; SW480 rerep: -5%; MCF10A rereplic: -2%; IL1B secr inh: 6

What do the screens show for `CCOC(=O)CC1C(=O)NCCN1Cc1cccc(C(F)(F)F)c1` (stereo not given)?
HT1080NT lethal: 0%; HT1080 IDH1KD tx: 5%; KB-3-1 tox: -3%; S2 tox: inactive; ATXN2 expr inh: -1%; KB-V1 MDR tox: 4%; SW480 rerep: -10%; MCF10A rereplic: 13%; IL1B secr inh: 12

What do the screens show for `O=C(c1ccccc1NS(=O)(=O)c1ccccc1[N+](=O)[O-])N1CCCC1`?
HT1080NT lethal: -10%; HT1080 IDH1KD tx: -10%; KB-3-1 tox: inconclusive; S2 tox: inactive; ATXN2 expr inh: -11%; KB-V1 MDR tox: -3%; SW480 rerep: -4%; MCF10A rereplic: -18%; IL1B secr inh: inactive

Results for Cc1ccc(CN2C(=O)N(c3ccc(C)c(Cl)c3)S(=O)(=O)c3ccccc32)cc1 ?
KB-3-1 tox: -15%; S2 tox: inactive; ATXN2 expr inh: -13%; KB-V1 MDR tox: 1%

What do the screens show for `CCNC(=O)COC(=O)c1cc(=O)[nH]c2ccccc12`?
HT1080NT lethal: 10%; HT1080 IDH1KD tx: -12%; KB-3-1 tox: 7%; S2 tox: inactive; ATXN2 expr inh: 2%; KB-V1 MDR tox: 10%; SW480 rerep: -14%; MCF10A rereplic: 9%; IL1B secr inh: 15

What do the screens show for `CC(=O)N1CCN(S(=O)(=O)c2cccc(C(=O)NNC(=O)COc3ccc(Cl)cc3C)c2)CC1`?
HT1080NT lethal: 2%; HT1080 IDH1KD tx: -1%; KB-3-1 tox: 1%; S2 tox: inactive; ATXN2 expr inh: 11%; KB-V1 MDR tox: 13%; SW480 rerep: -193%[inhibitor]; MCF10A rereplic: -1%; IL1B secr inh: 24

Results for O=C(N/N=C/c1cc(Br)ccc1O)C(c1ccncc1)N1CCOCC1 (stereo not given) ?
HT1080NT lethal: -18%; HT1080 IDH1KD tx: inconclusive; KB-3-1 tox: -16%; S2 tox: inactive; ATXN2 expr inh: inconclusive; KB-V1 MDR tox: inconclusive; SW480 rerep: inconclusive; MCF10A rereplic: inconclusive; IL1B secr inh: 90

How did Nc1nc2ccc(Br)cc2o1 do in these assays?
HT1080NT lethal: 0%; HT1080 IDH1KD tx: 3%; S2 tox: inactive; ATXN2 expr inh: 2%; SW480 rerep: -7%; MCF10A rereplic: -6%; IL1B secr inh: -5

What do the screens show for `Cc1c(C(=O)OCC(=O)Nc2ccc(C(N)=O)cc2)cccc1[N+](=O)[O-]`?
HT1080NT lethal: -5%; HT1080 IDH1KD tx: -1%; KB-3-1 tox: 2%; S2 tox: inconclusive; KB-V1 MDR tox: 0%; SW480 rerep: 1%; MCF10A rereplic: -35%[inhibitor]; IL1B secr inh: 20

What do the screens show for `O=C(NNC(=S)Nc1ccc(Br)cc1)c1cccnc1`?
HT1080NT lethal: 12%; HT1080 IDH1KD tx: 20%; KB-3-1 tox: -5%; S2 tox: inactive; ATXN2 expr inh: 3%; KB-V1 MDR tox: 18%; SW480 rerep: -5%; MCF10A rereplic: 18%; IL1B secr inh: 5

Gathered by group, the compounds so far containing a CF3 group
Results for CCOc1ccc2nc(NC(NC(=O)CC)(C(=O)OC)C(F)(F)F)sc2c1 (stereo not given) ?
HT1080NT lethal: 3%; HT1080 IDH1KD tx: 0%; KB-3-1 tox: inconclusive; S2 tox: inactive; ATXN2 expr inh: -4%; KB-V1 MDR tox: 3%; SW480 rerep: 2%; MCF10A rereplic: 3%; IL1B secr inh: 24

What do the screens show for `CCOC(=O)CC1C(=O)NCCN1Cc1cccc(C(F)(F)F)c1` (stereo not given)?
HT1080NT lethal: 0%; HT1080 IDH1KD tx: 5%; KB-3-1 tox: -3%; S2 tox: inactive; ATXN2 expr inh: -1%; KB-V1 MDR tox: 4%; SW480 rerep: -10%; MCF10A rereplic: 13%; IL1B secr inh: 12
